ERK EGF block: inhibitors of EGF-stimulated ERK signaling pathway. HEK293-V1b, EGF-stimulated phospho-ERK AlphaScreen. Potency, µM (titrated, usually from 11.5 µM), for the others: top-dose activity change, negative = inhibition, usual class: inhibitors. 130,000 tested, 0.41% active. AID 1454; active = well fitted inhibition curve with a large enough effect; inconclusive = small, poorly fitted or top-dose-only effect, or effect the other way;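 note: plate controls were stimulated vehicle wells for no effect and unstimulated vehicle basal for full effect; nearly all actives have a fitted effect of over 55% in size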
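HEK293 cells stably expressing V1b receptor, serum-reduced (1% FBS) overnight, got compound for 30 min at 37C, then 25 nM EGF for 5 min. Lysate phospho-ERK read by AlphaScreen SureFire; AC50 from Hill fits.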
Active calls of the source: *; ? = inconclusive; & = joins results of further samples; [ ] = another dose, or the depositor's remark. Potency is the fitted concentration of half-maximal effect.

SMILES | ERK EGF block
Cc1c(C(=O)N(C)C)c2cc(Cl)ccc2n1O | 6%
CN(Cc1ccccc1)C(=O)c1ccc2c(c1)OCO2 | 3%
CCOc1ccc(NC(=O)Nc2nnc(CC(=O)NCc3ccccc3)s2)cc1 | -9%
CCN(CC)C(=O)CSc1nc(-c2ccccc2)cc(=O)[nH]1 | 19%
CSC1=N/C(=C\c2cccc(Cl)c2)C(=O)N1N(C)C | 13%[57.5 µM]
O=C(O)CCC(NC(=O)c1ccc(Cl)cc1)C(=O)O (configuration not stated) | 6%
CCOc1ccccc1CN1CCN(C2CCOCC2)CC1CCO (configuration not stated) | 7%
COc1cccc(NC(=O)c2ccc(NC(=O)C3CC(=O)OC34CCCCC4)cc2)c1 (configuration not stated) | -7%
O=C(CNCc1cccnc1)Nc1cc(C(F)(F)F)ccc1N1CCOCC1 | -7%[57.5 µM]
O=C1CC(c2ccc(Br)cc2)NC(c2ccc(Br)cc2)C1c1ccccc1 (configuration not stated) | 3%
CCOc1ccc(CN(C)CC(=O)Nc2ccc([N+](=O)[O-])cc2Cl)cc1 | 12%
CCc1nnc(NC(=O)CN2CCN(C(=O)c3ccccc3)CC2)s1 | -6%
c1cncc(-c2ccc3ncnc(N4CCNCC4)c3c2)c1 | 25%
COc1cc(SC)ccc1C(=O)OCC(=O)NC1CCCC1 | 2%
CN(C)CC(O)CN1C(=O)N(CN2C(=O)N(CC(O)CN(C)C)C(=O)C2(C)C)C(C)(C)C1=O (configuration not stated) | -5%
O=C(Cc1noc2ccccc12)Nc1ccc2ccccc2c1 | 1%
COc1ccccc1CN=c1c([N+](=O)[O-])nn(-c2ccc3c(c2)OCCO3)n1O | ?
Cc1ccc(/C=C/C(=O)NC2=NCCS2)cc1 | -2%
O=C(O)c1cccc(S(=O)(=O)N2CCN(C(c3ccccc3)c3ccccc3)CC2)c1 | 6%
CCc1c(C)[nH]c(C(=O)OCc2ccccc2)c1C | 4%
CCC(C(=O)Nc1cc(C(=O)Nc2cc(C)ccn2)ccc1Cl)c1ccccc1 (configuration not stated) | 10%
COc1ccc(NS(=O)(=O)c2cc(C(=O)N3CCN(C(C)=O)CC3)ccc2Cl)cc1 | -18%
NCCC(=O)N[C@@H](Cc1cnc[nH]1)C(=O)O | 10%
CC1(C)CC(=O)C(C=Nc2ccc(NC3=C(C#N)C(=O)CC(C)(C)C3)cc2)=C(O)C1 | 8%
[O-]/C(=C(\C(=S)Nc1ccc(Cl)cc1)[n+]1ccccc1)c1ccc(OC(F)F)cc1 | 3%

Five structures from above, ordered by SMILES length, highest first.
SMILES | ERK EGF block
[O-]/C(=C(\C(=S)Nc1ccc(Cl)cc1)[n+]1ccccc1)c1ccc(OC(F)F)cc1 | 3%
O=C(CNCc1cccnc1)Nc1cc(C(F)(F)F)ccc1N1CCOCC1 | -7%[57.5 µM]
CCN(CC)C(=O)CSc1nc(-c2ccccc2)cc(=O)[nH]1 | 19%
O=C(O)CCC(NC(=O)c1ccc(Cl)cc1)C(=O)O (configuration not stated) | 6%
NCCC(=O)N[C@@H](Cc1cnc[nH]1)C(=O)O | 10%

(continued)
SMILES | ERK EGF block
CSCCC1C(=O)OC2(C)CC(C)(C)NC(=S)N12 (configuration not stated) | -2%
O=C(O)CCCn1cc(NC(=O)c2cc(F)c(F)cc2Cl)cn1 | 2%
CC1CCCCC1NC(=O)COC(=O)CNC(=O)c1cccc(F)c1 (configuration not stated) | 10%
Cn1c(=O)c(C(=O)COC(=O)c2cc(-c3ccco3)nc3ccccc23)c(N)n(Cc2ccccc2)c1=O | -2%&8%
CCc1ccc(CNC(=O)Cn2nc(-c3ccccc3)ccc2=O)cc1 | -5%
O=C(N/N=C/c1cc([N+](=O)[O-])ccc1Cl)c1cc(-c2ccccc2)nc2ccccc12 | -11%[57.5 µM]
O=C(NC(Cc1ccccc1)C(=O)O)C1CCCCC1 (configuration not stated) | 0%
Cc1c(/C=N/Nc2ccc([N+](=O)[O-])cn2)c2ccccc2n1Cc1ccccc1 | -13%[57.5 µM]
CCOc1cc(C)c(Cl)cc1S(=O)(=O)n1ccnc1 | 3%
c1ccc(-c2nnc(CSc3ccc4c(c3)OCCO4)o2)cc1 | 1%
O=C(CCCC(=O)NCc1ccccc1)NCc1ccccc1 | -2%
CCN(CC)CCCNC(=S)N(Cc1ccco1)Cc1cc2cc3c(cc2[nH]c1=O)OCCO3 | 5%
CN(C)S(=O)(=O)c1cc(NC(=O)CN2CCN(c3ccccc3O)CC2)ccc1Cl | -3%
CC(=O)Nc1ccc(Sc2ccccc2C(=O)O)c(C(=O)O)c1 | 6%[57.5 µM]
CCSc1nnc(NC(=O)c2cc(OC)c(OC)c(OC)c2)s1 | -12%
CC(C)=CCN1CCN(Cc2ccc(N3CCNC3=O)cc2)CC1CCO (configuration not stated) | -17%
COc1cccc(NC(=O)Nc2cc(C)ccc2OC)c1 | 10%[57.5 µM]
CCn1c(SCC(=O)Nc2sc(C)c(C)c2C#N)nnc1C1CC1 | -20%[57.5 µM]
CCOC(=O)N1CCN(S(=O)(=O)c2cc(Cl)ccc2Cl)CC1 | 18%
O=C(NCCCn1ccnc1)C(=O)NCC1OCCCN1S(=O)(=O)c1ccccc1 (configuration not stated) | 6%
CN(C)c1ccc(-n2cccc2/C=N/n2cnnc2)cc1 | -6%
COc1ccc([N+](=O)[O-])cc1NC(C)C | 0%
Nc1ccc2c3c(cccc13)C(=O)NC2=O | -23%
Cc1c(O)ccc(/C(Cc2ccc3ccccc3n2)=N\N)c1O | 6%[57.5 µM]
CCSc1nc2[nH]ncc2c(=O)[nH]1 | -6%
SMILES | ERK EGF block
C#CCOCCOCCOCCNc1nc(N2CCN(C(=O)C([C@@H](C)CC)n3cc(C(N)CC(C)C)nn3)CC2)nc(N2CCN(C(=O)[C@H](CCC(=O)O)n3cc(C(N)Cc4ccc(O)cc4)nn3)CC2)n1 (some centres not stated) | -4%[57.5 µM]
CCOC(=O)CN1C(=O)S/C(=C/c2ccc3c(c2)n(C)c(=O)n3C)C1=O | 1%
COc1ccc2cc(C(=O)C3CCCN(C(=O)c4snnc4C)C3)ccc2c1 (configuration not stated) | 2%
OCC1OC(Oc2cccc3cccnc23)C(O)C(O)C1O (configuration not stated) | -1%
Cc1nn2c(nc(N3CCCCC3)c3ccccc32)c1C=O | 7%
CCOC(=O)c1c(N/N=C/c2cccnc2)n[nH]c1C | -7%[57.5 µM]
COCCCn1c(C)nnc1SCc1ccc(C(C)(C)C)cc1 | 0%
CNc1oc(/C=C/c2ccccc2)nc1C#N | -10%
CN(C[C@H](Cc1ccccc1)N(C[C@@H](Cc1cccc2ccccc12)N(CCc1ccccc1)N=O)N=O)N=O | -12%[57.5 µM]
O=S(=O)(/N=C(\[O-])C[n+]1ccccc1)c1ccc(Cl)cc1 | 0%[57.5 µM]
Cc1ccnc2nc(C(=O)OCCOc3ccc(F)cc3)nn12 | -9%
CCCn1c(=O)c(-c2nc3ccccc3[nH]2)c(O)c2ccccc21 | 2%
CC1Cc2ccccc2N1CC(=O)Nc1ccc(Cl)c(S(=O)(=O)N(C)C)c1 (configuration not stated) | -1%
Cc1ccc2c(c1)C1CN(C)CCC1N2C(=O)c1ccccc1NS(=O)(=O)c1ccc(F)cc1 (configuration not stated) | -2%
O=c1cc(O)c2sc3nc4c(c(C(F)(F)F)c3c2[nH]1)CCCCC4 | -26%[57.5 µM]
O=C(C[N+]1(CC#Cc2ccccc2)CCCCC1)c1ccccc1 | 2%
Cc1ccc(OCC(=O)Nc2ccc3c(c2)nc(CCN2CCN(C)CC2)n3C)cc1 | 11%[57.5 µM]
CC1=C/C(=N\N=C2\NC(=O)C(CC(=O)Nc3ccccc3F)S2)CC(C)(C)C1 (configuration not stated) | -25%[57.5 µM]
CC(C)COC(=O)/C(C#N)=C/c1cn(Cc2ccccc2)c2ccccc12 | 9%
O=C(O)CC1(CC(=O)NCc2ccc(C(F)(F)F)cc2)CCCCC1 | -5%[57.5 µM]
CC1(C)Cc2ccccc2C2=NNC(=O)C2=N1 | -2%
Cc1cc2c(c(SCC(=O)Nc3ccc(C)c(C)c3)n1)C(=O)OC2 | -1%
O=C(CSc1nnc2c(Cl)cc(C(F)(F)F)cn12)NCc1ccc(F)cc1 | 7%
COc1ccc(NC(=O)Nc2cccc([N+](=O)[O-])c2)cc1Cl | ?
COc1ccc(C(=O)/C=C/c2ccc(O)cc2)c(O)c1CC=C(C)C | -5%
SMILES | ERK EGF block
Cc1cccc(NS(=O)(=O)c2cc(NC(=O)CC(=O)c3ccc([N+](=O)[O-])cc3)ccc2C)c1 | ?
Cc1ccc(C(=O)NCCN2CCNC2=O)cc1 | 20%[57.5 µM]
COc1ccc(CCNC(=O)Nc2ccc([N+](=O)[O-])cc2)cc1OC | 8%
CCOC(=O)/C=C/CN(C(=O)OC(C)(C)C)S(=O)(=O)N1CC=CC1 | 0%[57.5 µM]
O=C(c1csnn1)N1CCC[C@@]2(CCN(C(c3ccccc3)c3ccccc3)C2)C1 | 6%
CC(=O)N(Cc1cccs1)Cc1cc2ccc(C)c(C)c2nc1Cl | ?
Cc1ccc(S(=O)(=O)Nc2nc(C)cc(N/N=C/c3ccc(O)cc3)n2)cc1 | 10%
CCCOC(=O)c1ccc(NC(=O)c2c(Cl)ccc(Cl)c2OC)cc1 | -3%
Cc1ccc(C)c(NC(=O)CSc2nnc3n2CCCCC3)c1 | 3%
COc1cc(/C=N/NC(=O)c2cccnc2)ccc1OS(=O)(=O)c1cc(C)ccc1C | ?
COc1ccc(S(=O)(=O)N2CCCCC2)cc1NC(=O)CN1CCN(C(C)=O)CC1 | -10%
Oc1ccc(/C=N/NC(=S)Nc2cccnc2)c(O)c1 | -2%
CC(CC(=O)Nc1nncs1)c1ccccc1 (configuration not stated) | 10%
CCOc1ccccc1Nc1nnc(SCC(=O)NC(=O)c2cccn2C)s1 | -2%
CC1Cc2ccccc2N1C(=O)COC(=O)c1ccc(O)cc1 (configuration not stated) | -8%[57.5 µM]
CC(CC(=O)O)Nc1ccccc1O (configuration not stated) | 8%
COc1ccc(NC(=O)CC2Nc3ccccc3NC2=O)c([N+](=O)[O-])c1 (configuration not stated) | -2%
CCc1cn([C@H]2C[C@H](O)[C@@H](CO)O2)c(=O)[nH]c1=O | -7%[57.5 µM]
CCOC(=O)N1CCN(c2cc(N3CCOCC3)c(F)cc2[N+](=O)[O-])CC1 | -2%
C/C(CC(=O)NCc1ccco1)=N\NC(=O)Cc1ccc(-c2ccccc2)cc1 | 40%
O=C1NCCN(Cc2cccc(Oc3ccccc3)c2)C1CC(=O)N1CCCCO1 (configuration not stated) | -11%
CC(=O)c1ccc(N=C2SCCCN2C(=O)C2CCCCC2)cc1 | 1%
OCCNCCCOc1cccc(Cl)c1Cl | -6%
CC1CC(C)(C)NC(=S)N1CCC(=O)N1c2ccccc2CC1C (configuration not stated) | -8%
CCOc1ccccc1C(=O)OCC(=O)Nc1cc(Cl)ccc1Oc1ccccc1 | 10%

Structural class, the entries above containing a furan ring, fused or not.
SMILES | ERK EGF block
Cn1c(=O)c(C(=O)COC(=O)c2cc(-c3ccco3)nc3ccccc23)c(N)n(Cc2ccccc2)c1=O | -2%&8%
CCN(CC)CCCNC(=S)N(Cc1ccco1)Cc1cc2cc3c(cc2[nH]c1=O)OCCO3 | 5%
C/C(CC(=O)NCc1ccco1)=N\NC(=O)Cc1ccc(-c2ccccc2)cc1 | 40%

Filtered by structure, the entries above containing two or more sulfur atoms
SMILES | ERK EGF block
CSCCC1C(=O)OC2(C)CC(C)(C)NC(=S)N12 (configuration not stated) | -2%
CCSc1nnc(NC(=O)c2cc(OC)c(OC)c(OC)c2)s1 | -12%
CCn1c(SCC(=O)Nc2sc(C)c(C)c2C#N)nnc1C1CC1 | -20%[57.5 µM]
CCOc1ccccc1Nc1nnc(SCC(=O)NC(=O)c2cccn2C)s1 | -2%

The listing continues.
SMILES | ERK EGF block
Cn1c(SCC(=O)O)nnc1-c1cccc(NC(=O)c2cccc3ccccc23)c1 | 0%[57.5 µM]
COc1ccc([C@H]2c3cc(OC)c(OC)cc3C[C@@H](C)[C@@H]2C)cc1OC | -6%
Cc1cc(C)n(-c2nc3ccccc3s2)n1 | ?
Clc1ccccc1-c1ncnc2ccc(Br)cc12 | 6%
Cc1cc(O)c(C=O)c2c1C(=O)Oc1c(CO)c(O)c3c(c1O2)C(O)OC3=O (configuration not stated) | -2%[57.5 µM]
COc1ccc(NC(=S)N(CCCN2CCCC2)Cc2cccs2)cc1 | 0%
CN1C(C(=O)NCc2cccc(Br)c2)CC2Cn3c(nc4cc(Cl)c(Cl)cc43)C21 (configuration not stated) | 5%[57.5 µM]
O=[N+]([O-])c1ccccc1/C=C\C=N\N1CCN(c2ccccc2)CC1 | ?
O=C(Nc1ccccc1)c1ccccc1N=Cc1ccccc1O | 5%
O=C(NC1CCCCC1)Oc1cccc2ccccc12 | -4%
CC(C)C(NC(=O)OC(C)(C)C)C(=O)NC(CCC(=O)OCc1ccccc1)C(N)=O (configuration not stated) | 7%
CCCCN1Cc2c(nc3cc(-c4ccco4)[nH]n3c2=O)C1=O | 9%[57.5 µM]
COc1ccc(CN2C(=O)NC3(CCOc4ccccc43)C2=O)cc1F (configuration not stated) | 2%
Cc1cc(C2=NNC(=NCc3ccccc3)SC2)c(C)n1-c1c(C)n(C)n(-c2ccccc2)c1=O | 1%
Cc1ccc(S(=O)(=O)N2CCN(Cc3cccc(C)c3O)CC2)cc1 | 1%

As a short view, some entries already given.
SMILES | ERK EGF block
CSCCC1C(=O)OC2(C)CC(C)(C)NC(=S)N12 (configuration not stated) | -2%
O=C(O)CCCn1cc(NC(=O)c2cc(F)c(F)cc2Cl)cn1 | 2%
CC1CCCCC1NC(=O)COC(=O)CNC(=O)c1cccc(F)c1 (configuration not stated) | 10%

Assay outcomes from PubChem.

A portion of the library, so the mix of outcomes need not match the whole.
